Screening results deposited in PubChem by Sanford-Burnham Center for Chemical Genomics.
SENP1 inh: inhibitors of human SENP1 SUMO protease catalytic domain. Q9P0U3. recombinant SENP1 catalytic domain, CyPet-SUMO1-YPet FRET cleavage. inhibition, % at 10 µM. actives 0.21% (n = 360,000). AID 624204;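 active = inhibition at least 30% at 10 µM, raw YFP signal under a set limit, fluorescence ratio 0.5 to 1.5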;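 note: 0% = enzyme with DMSO and 100% = no enzyme wells; some results filed as inactive read as strong as hits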
Target sequence (Q9P0U3 419-644 limits assumed): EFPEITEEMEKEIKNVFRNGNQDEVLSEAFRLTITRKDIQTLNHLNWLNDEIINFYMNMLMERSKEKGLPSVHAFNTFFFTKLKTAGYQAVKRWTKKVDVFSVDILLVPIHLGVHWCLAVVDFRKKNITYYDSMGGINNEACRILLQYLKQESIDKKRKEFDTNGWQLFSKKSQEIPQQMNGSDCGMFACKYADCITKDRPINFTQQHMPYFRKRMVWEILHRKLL
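Compound: 10 µM single point, 0.5% DMSO; Test system: hSENP1 catalytic domain, recombinant; Timing: 50 min reaction at room temperature; Technique: FRET, CFP and YFP emission; Control set: no-enzyme wells low, DMSO-plus-enzyme wells high control.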
An asterisk follows results filed as active. An excerpt; rates above refer to the full screens.

SMILES | SENP1 inh
COc1ccc(C(=O)N(C)C(C)c2nccs2)cc1OC1CCN(C(C)=O)CC1 (stereo not given) | 1
Cn1c(=O)[nH]c(=O)c2[nH]c(CO)nc21 | 1
COc1ccc2ccc3cccc[n+]3c2c1 | -195
O=C(Nc1c(-c2ccccc2)[nH][nH]c1=O)c1ccc(Br)cc1 | 2
COc1cccc(NC(=O)CN(C)C(=O)CC2CCCC2)c1 | 1
O=C(Nc1ccc(F)c(Cl)c1)c1cc(C2CCCN(C(=O)c3cccs3)C2)on1 (stereo not given) | 2
O=C(CN1CCN(CC(=O)Nc2ccc3c(c2)OC2(CCCCC2)O3)CC1)Nc1cccc(F)c1 | -3
Cc1ccc(S(=O)(=O)Nc2ccccc2)cc1[N+](=O)[O-] | 2
CCCCn1nnnc1C(c1ccnc2ccccc12)N1CCN(C/C=C/c2ccccc2)CC1 (stereo not given) | -4
O=C(CSc1nnc(COc2ccc(Cl)cc2)o1)N(c1ccccc1)C1CCS(=O)(=O)C1 (stereo not given) | -1
COCCNC(=O)C1CCCN(C(=O)c2sc(-c3ccccc3)nc2C)CC1 (stereo not given) | 2
CCN(CC)C(=O)C1=C(C)N(CCCN2CCCC2=O)C(=O)C(CC(=O)NCCc2ccccn2)C1 (stereo not given) | -2
C[C@@H]1CN([C@H](C)CO)C(=O)c2cc(C3=CCCCC3)cnc2O[C@@H]1CN(C)Cc1ccccc1C(=O)O | 3
COc1ccc(OC)c(NC(=O)C2(C)CCN2Cc2cccc(OC)c2OC)c1 (stereo not given) | -1
Cc1ccc(Sc2ncnc3onc(C)c23)c(C)c1 | -1

A different layout for 2 compounds above:
Structure,SENP1 inh
Cc1ccc(Sc2ncnc3onc(C)c23)c(C)c1,-1
Cn1c(=O)[nH]c(=O)c2[nH]c(CO)nc21,1

Later entries.
SMILES | SENP1 inh
CC(=O)NC1(C)CCC2CC1C(C)=NC2(C)C (stereo not given) | 3
Clc1cccc(CNc2ccn3nc(-c4ccccc4)cc3n2)c1 | 1
O=C(Nc1cccc2ccccc12)c1ccc2sc([C@H]3C[C@H](O)[C@@H](CO)O3)nc2c1 | 2
Nc1nc2c(nnn2C2CC(O)C(CO)O2)c(=O)[nH]1 (stereo not given) | -1
C#CCN(Cc1ccco1)C(=O)c1cc(COc2cccc3cccnc23)on1 | -2
Oc1c(CN2CCOCC2)cc(CN2CCOCC2)c(O)c1CN1CCOCC1 | 2
CC(C)S(=O)(=O)N1CCCC(c2cc(C(=O)NCc3ccccc3)no2)C1 (stereo not given) | 2
CC(=O)c1cccc(-c2ccc3c(c2)C(C)(Cc2ccccc2C#N)C(=O)N3)c1 (stereo not given) | 0
O=C(C[n+]1ccc(C(=O)c2ccccc2)cc1)Nc1cccc([N+](=O)[O-])c1 | -7
CC1(C(=O)Nc2cnc3ccccc3c2)CCN1Cc1ccc(OC(F)(F)F)cc1 (stereo not given) | -2
COc1cccc(NC(=O)c2ccc(NCCCN3CC(C)CC(C)C3)c([N+](=O)[O-])c2)c1 (stereo not given) | 3
CC1=C(C(=O)N(C(C)C)C(C)C)CC(CC(=O)NCc2ccco2)C(=O)N1CCCN1CCCC1=O (stereo not given) | -2
COC(=O)c1ccccc1NN=Nc1ccccc1[N+](=O)[O-] | 1
CC(=O)Nc1c(Cl)cc2c(c1Cl)Cc1cc(N)ccc1-2 | -1
O=C(COC(=O)c1ccc2c(c1)OCCO2)NCc1ccc(Cl)cc1 | 5
CC(C=Cc1ccccc1)=NNS(=O)(=O)c1ccc([N+](=O)[O-])cc1 | 0
Nc1ccc2c(c1)C(=O)c1ccc(Cl)cc1-2 | -2
CC(C)c1ccc(CC(=O)N2CCC2(C)C(=O)NS(=O)(=O)c2ccc(F)cc2F)cc1 (stereo not given) | 0
O=C(CN1CCNCC1)N1CCOCC1 | -1
CCC(c1nnnn1-c1ccc2c(c1)OCCO2)N1CCN(c2ccccc2)CC1 (stereo not given) | 1
Cc1cccc(C)c1NC(=O)C1(C)CN(S(C)(=O)=O)CC(=O)N1C1CC1 (stereo not given) | -3
COc1ccc(CNCCCn2cnc3c(SC)ncnc32)cc1 | 0
COc1ccc(NC(=O)C(c2ccccc2)n2c(=O)c(-c3ccco3)nc3ccccc32)cc1 (stereo not given) | -27
COc1ccccc1C(=O)NNC(=O)CN(C)S(=O)(=O)c1ccc(Cl)cc1 | 0
Cc1ccc(OCc2nc3ccccc3n2C(C(=O)NC(C)(C)C)c2ccccc2)cc1 (stereo not given) | -1
COc1ccccc1-c1csc(Nc2ccc(Oc3ccccc3)cc2)n1 | -8
CCOC(=O)C1CCCN(C(=O)c2cc(-c3ccccc3)cs2)CC1 (stereo not given) | 2
CN(CC(=O)Nc1ccc(F)cc1)C(=O)COC(=O)c1cc(Br)c(Br)s1 | 3
Cc1noc(C)c1S(=O)(=O)NC(=O)C1(C)CCN1C(=O)Cc1ccc(-c2ccccc2)cc1 (stereo not given) | 3
CCCS(=O)(=O)NC(=O)C1(C)CCCN(C(=O)c2ccc3ccccc3c2)C1 (stereo not given) | 3
OC[C@@H]1CN(Cc2ccc(F)cc2)C[C@H](n2cnc3c(NC4CCCC4)ncnc32)O1 | 1
Cc1nc(N2CCN(c3ccccn3)CC2)c2c(C)c(C(=O)N3CCN(c4ccccc4F)CC3)sc2n1 | 0
CCOC(=O)C(=CNc1ccc(N2CCCCC2)c(S(=O)(=O)Nc2ccccc2OC)c1)C(=O)OCC | 1
CCCCNC(=O)C(C#N)c1nc2ccccc2nc1N1CCN(Cc2ccc3c(c2)OCO3)CC1 (stereo not given) | -36
CC1(C(=O)NS(=O)(=O)C2CC2)CCCN(C(=O)c2ccc(F)cc2Cl)C1 (stereo not given) | 1
CC(=O)OCCCNc1cc(Sc2ccc(Cl)cc2)c2nonc2c1[N+](=O)[O-] | -14
O=C(NCc1ccccc1)c1cccc(NC(=O)C2CC2)c1 | 1
O=C(Nc1nnc([C@@H]2C[C@H](O)[C@@H](CO)O2)s1)c1ccccc1Cl | 2
CSc1nnc2c3ccccc3c3ccccc3c2n1 | 0
CCc1ccc(/C=C2\SC(=S)N(CCCC(=O)N3CCCC3)C2=O)cc1 | 5
Oc1ccc(/C=N/N=C(c2ccccc2)c2ccccc2)c(O)c1O | -32
CCOc1ccc(C(=O)NCC(=O)NCCSc2ccc(Br)cc2)cc1OCC | 0
CCN1C[C@@H]2[C@@H]3C(=O)N(Cc4ccccc4)C(=O)[C@@H]3[C@](Cc3ccccc3)(C1=O)N2C(=O)c1ccc(C(C)(C)C)cc1 | 0
O=C(Nc1c(-c2ccc3c(c2)OCO3)[nH][nH]c1=O)c1ccc2c(c1)OCO2 | 3
O=C(COC(=O)c1ccc(F)cc1F)Nc1ccc2c(c1)OCO2 | -1

Molecules shown so far that have an aryl thioether with sulfur outside any ring (6):
SMILES | SENP1 inh
O=C(CSc1nnc(COc2ccc(Cl)cc2)o1)N(c1ccccc1)C1CCS(=O)(=O)C1 (stereo not given) | -1
Cc1ccc(Sc2ncnc3onc(C)c23)c(C)c1 | -1
COc1ccc(CNCCCn2cnc3c(SC)ncnc32)cc1 | 0
CC(=O)OCCCNc1cc(Sc2ccc(Cl)cc2)c2nonc2c1[N+](=O)[O-] | -14
CSc1nnc2c3ccccc3c3ccccc3c2n1 | 0
CCOc1ccc(C(=O)NCC(=O)NCCSc2ccc(Br)cc2)cc1OCC | 0

Next section.
SMILES | SENP1 inh
O=C1N2CCCc3cccc(c32)C12Nc1ccccc1S2 (stereo not given) | -2
Cn1c(=O)[nH]c2c(c(C(=O)O)nn2C)c1=O | 1
N#Cc1cc2c(nc1SC1CC(=O)N(c3ccccc3)C1=O)CCC2 (stereo not given) | -8
Cc1nc(SCC(=O)N2CCCCCC2)c2c(=O)n(C)c(=O)n(CC(C)C)c2n1 | -3
O=C(Nc1nnc([C@@H]2C[C@H](O)[C@@H](CO)O2)s1)Nc1ccccc1F | 2
COc1ccccc1Cc1c(-c2ccccc2)nc2ccc(Br)cn12 | 23
CC(C)(C)OC(=O)C1=CC[C@@H](c2ccc(Cl)c(Cl)c2)N(S(=O)(=O)c2ccc(F)cc2)[C@H]1c1cccc(F)c1 | -1
COCc1ccc(CN2CCC(n3nccc3NC(=O)c3ccc4c(c3)OCO4)CC2)o1 | -2
O=C1NC[C@H](CCCCN2C[C@H](Cc3ccccc3)N(Cc3ccccc3)C(=O)C2=O)N(CCc2ccccc2)C1=O | 1
CCOc1cccc(-c2nnc(SCC(=O)Nc3cccc(OC)c3)n2N)c1 | 0
CC(=O)Nc1cccc(-c2csc(C(O)c3ccc(F)c(F)c3)n2)c1 (stereo not given) | 2
Cc1ccc(F)c(S(=O)(=O)NC(=O)C2(C)CCN2C(=O)Cc2ccccc2Cl)c1 (stereo not given) | 1
COc1cc(NC(=O)Nc2cccn3nc(COCCO)nc23)cc(OC)c1OC | 1
C[C@H](CO)N1C[C@H](C)[C@@H](CN(C)S(=O)(=O)c2ccc(Oc3ccccc3)nc2)OCc2cn(nn2)CCCC1=O | 0
CCCCNC(=O)C1(C)CCCCN1C(=O)c1ccc(F)c(C)c1 (stereo not given) | 3

Three entries from above, set out differently:
mol: O=C(Nc1ccc(F)c(Cl)c1)c1cc(C2CCCN(C(=O)c3cccs3)C2)on1 (stereo not given)
- SENP1 inh: 2
mol: O=C(CN1CCN(CC(=O)Nc2ccc3c(c2)OC2(CCCCC2)O3)CC1)Nc1cccc(F)c1
- SENP1 inh: -3
mol: Cc1ccc(S(=O)(=O)Nc2ccccc2)cc1[N+](=O)[O-]
- SENP1 inh: 2

Later entries:
SMILES | SENP1 inh
CCCCN(C(=O)COC(=O)c1sccc1C)c1c(N)n(CCC)c(=O)[nH]c1=O | 2
CC(=O)Nc1cccc(-c2ccnc3c2CC(C)(C(=O)Nc2ccc(Cl)c(C(F)(F)F)c2)O3)c1 (stereo not given) | 1
Cc1ccc2nc(-c3ccccc3)c(Cc3ccccc3C(F)(F)F)n2c1 | 1
COc1ccc(N2CCN(C(=O)C(=O)c3cc(OC)c(OC)c(OC)c3)CC2)cc1 | 3
CCCCCn1c(SCC(=O)c2ccccc2)nc2cc(C(=O)NCc3ccco3)ccc2c1=O | 0
O=C(Nc1c(Cl)cccc1Cl)Oc1cccc2cccnc12 | -2
O=C(NCc1ccc(F)cc1)c1cc(C2CCCCN2C(=O)c2ccccc2)on1 (stereo not given) | 3
COc1ccc(-c2cc(C(=O)Nc3ccc(OC)c(OC)c3)[nH]n2)c(C)c1 | 1
Cc1ccc(NC(=O)C2(C)CCN2C(=O)c2ccccc2CCc2ccccc2)cc1C (stereo not given) | 1
COc1cccc(C(C)=C2SC(=S)NC2=O)c1 | 3
C[C@H]1CN([C@@H](C)CO)C(=O)c2cc(-c3cccc(F)c3)cnc2O[C@@H]1CN(C)S(C)(=O)=O | 4
Cc1ccc2nc(N)nnc2c1 | -8
CC(=O)Nc1c(Cl)c(Cl)c2c(c1Cl)C(=O)c1cc(Cl)ccc1-2 | 7
CC1(C(=O)NS(=O)(=O)c2cccc(F)c2)CCN1C(=O)CCc1ccccc1 (stereo not given) | 4
Cc1ccc(-c2nc3ccc(Br)cn3c2CC(C)(C)C)cc1 | -2
Cc1nc(C(F)(F)F)ccc1C(=O)N1CCC1(C)C(=O)NS(=O)(=O)c1ccc2c(c1)CCO2 (stereo not given) | 3
CCCCCn1c(CN(C)Cc2ccccc2)nc2c1c(=O)n(C)c(=O)n2C | 1
Clc1ccc2c(c1)-c1ccccc1C1=NCCN12 | -11
C[C@@H]1CN([C@@H](C)CO)C(=O)c2cc(N(C)C)ccc2O[C@@H](C)CCCCO[C@@H]1CN(C)S(=O)(=O)c1cccs1 | -1
COc1cccc(CNC(=O)[C@@H]2CCCN2C(=O)[C@H]2CCCCN2)c1 | 1
Cc1cc(CNC[C@H]2O[C@@H](n3ccc(=O)[nH]c3=O)[C@H](O)[C@@H]2O)no1 | -1
CN(C)CCC1(c2ccccc2)CCN(C)C1=O (stereo not given) | 0
CCN(CC)C(=O)C1=C(C)N(Cc2ccc(OC)cc2)C(=O)C(CC(=O)NC(c2ccccc2)c2ccccc2)C1 (stereo not given) | 0
C[C@@H]1CN([C@H](C)CO)C(=O)CCCn2nncc2CO[C@H]1CN(C)C(=O)c1ccc2ccn(C)c2c1 | 2
COc1ccc(N2CCN(C(=O)c3[nH]c(C(F)(F)F)nc3-c3ccccc3)CC2)cc1 | 5
O=C(c1cccs1)N1C[C@@H](n2cc(C3CC3)nn2)[C@H](O)C[C@@H]1c1ccccc1 | -2
Cc1nc(NC(=O)c2ccccc2)sc1-c1cc(C(=O)N2CCOCC2)nn1CCO | -3
CCCNC(=O)C1(C)CCCN(Cc2ccc(C(F)(F)F)cc2)C1 (stereo not given) | -1
COC1OC(CO)C(N=C(C)C)C1O (stereo not given) | -3
O=C1OC(Cc2ccccc2)C(c2ccccc2)C1=O (stereo not given) | 1
CCc1ccc2c(c1)NC(=O)C2(C)Cc1ccc(Cl)s1 (stereo not given) | -2
CC(=O)Nc1ccc(NC(=O)C2Cc3c(-c4cccc(F)c4)ccnc3O2)cc1 (stereo not given) | 2
CCCCn1cnc2c(SCc3ccccc3F)nc(N)nc21 | 2
CNC(=O)COC(=O)c1ccccc1C(=O)c1ccc(Cl)c([N+](=O)[O-])c1 | 3
Cc1cc(C)c2cc(C#N)c(N3CCNCC3)nc2c1 | -19
COc1cccc(CNC(=O)[C@@H]2CCCN2C(=O)[C@@H]2CCCN2C(=O)c2cccc(OC)c2)c1 | 3
CCSC1=C(C#N)C(c2ccc(F)cc2)CC(=O)N1 (stereo not given) | 1
Nc1cccc2cccc([N+](=O)[O-])c12 | 2
CC(CC(=O)Nc1ccc2c(c1)c(=O)n(C)n2-c1ccccc1)c1ccccc1 (stereo not given) | 2
